Screening results: PubChem, National Center for Advancing Translational Sciences (NCATS)
B2AR arrestin – agonists driving beta-arrestin recruitment to human beta2-adrenergic receptor. beta-arrestin recruitment to beta2AR, cell-based reporter. 330,000 compounds, 0.02% hits. P07550. Potency, µM (highest dose often 46.1 µM), inactives show at the top dose activation, usual class: activators;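 note: potency is the fitted concentration of half-maximal effect; 0% = DMSO controls and full agonism = EC100 isoproterenol or metaproterenol; nearly all actives have a fitted effect of over 65% in size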
uPA generation – cell surface uPA generation inhibition. 330,000 compounds, 0.31% hits. AID 540303. Potency, µM (top dose mostly 38.3 µM), for the others: top-dose activity change, negative = inhibition, usual class: inhibitors. cell surface uPA generation assay, qHTS; active = well fitted inhibition curve with a large enough effect; inconclusive = small, poorly fitted or top-dose-only effect; inactive = no such curve, though single readings can be large or run the other way; tested in mouse RAW 264.7 cells; note: potency is the fitted concentration of half-maximal effect; % is set by controls: 0 for no effect and ±100 for the full control effect; nearly all actives have a fitted effect of over 55% in size
a7 integrin act – activates integrin-mediated alleviation for muscular dystrophy | Potency, µM (doses to about 38.3 µM), for the others: at the highest dose activation, usual class: activators | alpha7betagal myoblasts, beta-gal FDG fluorescence, 48 h | 350,000 compounds, 0.064% hits;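 note: potency is the fitted concentration of half-maximal effect; 100% = response of the positive control SU9516; nearly all actives have a fitted effect of over 60% in size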
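alpha7betagal+/- myoblasts (passage 13, 250/well) treated 48 h at 37C with compounds at 1:260 dilution of DMSO stock. Lysed, then beta-galactosidase activity read as FDG fluorescence (ex 480/em 540) after 30 min, with pre-read for autofluorescence.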
Eya2 inh – inhibitors of human Eya2 phosphatase activity. O00167. recombinant Eya2, OMFP fluorescence dephosphorylation (OMFP is methylfluorescein phosphate). Potency, µM (titrated, usually from 76.9 µM), inactives show at the top dose activity, negative = inhibition, hits mostly inhibitors. 330,000 compounds, 0.006% hits. AID 488837; note: potency is the fitted concentration of half-maximal effect; % is set by controls: 0 for no effect and ±100 for the full control effect
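Eya2 (0.2 uM) preincubated 10 min at ambient with compound, then OMFP substrate added at 50 uM; 10 min reaction in 50 mM HEPES pH 7.5, 50 mM NaCl, 5 uM MgCl2, 0.05% BSA, 1 mM DTT. Fluorescence read at Ex 485/Em 525 nm.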
BRCA1 expr act – activators of BRCA1 expression. 380,000 compounds, 1.1% hits. Potency, µM (doses to about 46.1 µM), for inactives: at the highest dose activation, hits mostly activators. MCF7-BRCA1-FFLuc reporter, luminescence, 48 h; response scale: scaled: vehicle 0%, 10 µM genistein 100%; note: potency is the fitted concentration of half-maximal effect; nearly all actives have a fitted effect of over 80% in size; some results filed as inactive show a strong effect at the top dose
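MCF7 cells carrying a BRCA1-firefly luciferase reporter (2000 cells/well, phenol-red free MEM) were attached for 2 h at 37 °C, then given compounds for 48 h. Luminescence was read 15 min after luciferase reagent; activity normalized to genistein (10 microM) and DMSO.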
USP2a inh – inhibitors of human ubiquitin-specific protease USP2a; 330,000 compounds, 0.01% hits; USP2 core, Ub-CHOP2 coupled fluorogenic reporter, 485/531; Potency, µM (highest dose often 38.3 µM), inactives show at the highest dose activity change, negative = inhibition, usual class: inhibitors; O75604;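 note: potency is the fitted concentration of half-maximal effect; plate controls were DMSO wells for no effect and full inhibition by NEM control for full effect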
Target sequence (O75604 whole entry, looked up): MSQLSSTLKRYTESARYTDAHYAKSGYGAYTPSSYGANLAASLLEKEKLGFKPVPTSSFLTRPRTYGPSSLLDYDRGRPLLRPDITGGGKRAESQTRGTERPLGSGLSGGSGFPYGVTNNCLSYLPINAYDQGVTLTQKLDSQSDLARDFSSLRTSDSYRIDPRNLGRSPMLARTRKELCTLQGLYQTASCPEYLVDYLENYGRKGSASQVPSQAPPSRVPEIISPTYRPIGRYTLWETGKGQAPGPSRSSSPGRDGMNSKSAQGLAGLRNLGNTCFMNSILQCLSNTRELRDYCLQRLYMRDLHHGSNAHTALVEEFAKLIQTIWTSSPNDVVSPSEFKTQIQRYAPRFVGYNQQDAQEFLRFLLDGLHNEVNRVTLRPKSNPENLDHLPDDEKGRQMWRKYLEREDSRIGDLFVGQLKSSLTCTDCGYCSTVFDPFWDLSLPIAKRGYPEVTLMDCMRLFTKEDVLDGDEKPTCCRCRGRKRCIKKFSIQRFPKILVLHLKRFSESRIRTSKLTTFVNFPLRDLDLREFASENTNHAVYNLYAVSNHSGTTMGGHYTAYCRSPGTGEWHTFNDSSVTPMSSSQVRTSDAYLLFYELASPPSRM
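USP2 core (10nM final) preincubated 30min RT with compound in 20mM Tris-HCl pH 8.0, 2mM CaCl2, 2mM beta-mercaptoethanol, 0.05% CHAPS; 25nM Ub-CHOP2 plus 25nM reporter substrate added, fluorescence (Ex485/Em531) read after 60min.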
S-ASM inh – inhibitors of human secretory acid sphingomyelinase; placental ASM, HMU-PC fluorogenic substrate, 60 min; Potency, µM (highest dose often 57.5 µM), for the others: top-dose activity change, negative = inhibition, actives largely listed as inhibitors; 340,000 compounds, 0.006% hits; note: potency is the fitted concentration of half-maximal effect
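Human placenta-derived ASM preincubated with compound 10 min at room temperature, then reacted with 9 uM (final) fluorogenic HMU-PC substrate for 60 min at 37 C. Stop solution raises pH to 10; fluorescence read at Ex 386/Em 447 nm.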
TSG101-PTAP inh – blocks PTAP/TSG101 interaction to inhibit HIV-1 budding. Q99816. 340,000 tested, under 10 active. AID 493005. Potency, µM (top dose mostly 115 µM), for the others: top-dose activity change, negative = inhibition, most hits filed as inhibitors. Fluorescence polarization, FITC-PTAP peptide / Tsg101 binding; active = well fitted inhibition curve with a large enough effect in the main read-out, with a control signal flat, not every such curve was filed as active; inconclusive = small, poorly fitted or top-dose-only effect, or effect the other way, or a change in a side signal; inactive = no such curve, though single readings can be large or run the other way; note: potency is the fitted concentration of half-maximal effect; % of control where 0% means no effect
Target sequence (Q99816 whole entry, looked up): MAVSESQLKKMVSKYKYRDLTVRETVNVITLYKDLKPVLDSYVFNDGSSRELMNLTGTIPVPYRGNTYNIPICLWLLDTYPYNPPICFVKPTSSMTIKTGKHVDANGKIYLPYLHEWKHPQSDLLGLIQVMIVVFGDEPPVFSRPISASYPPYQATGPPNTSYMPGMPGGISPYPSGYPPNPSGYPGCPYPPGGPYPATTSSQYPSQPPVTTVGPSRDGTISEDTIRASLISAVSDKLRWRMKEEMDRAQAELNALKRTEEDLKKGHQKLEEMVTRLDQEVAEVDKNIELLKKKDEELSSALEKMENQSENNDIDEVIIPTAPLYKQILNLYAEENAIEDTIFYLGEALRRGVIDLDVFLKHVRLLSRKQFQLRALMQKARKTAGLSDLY
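Tsg101 binding domain (10 uM final) was mixed with compound and a FITC-labeled PTAP peptide (50 nM final) in HEPES pH 7.5 buffer with NaCl, Tween 20, EDTA and TCEP; fluorescence polarization was read after 20 min at r.t.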
ELG1 genotoxic – genotoxicity induction in ELG1-luciferase HEK293T cells; HEK293T ELG1-luciferase reporter, luminescence, 16 h; 330,000 compounds, 1.3% hits; Potency, µM (titrated, usually from 46 µM), without a hit: top-dose activity change, positive = activation, actives largely listed as activators; note: potency is the fitted concentration of half-maximal effect; % of control where 0% means no effect; nearly all actives have a fitted effect of over 60% in size
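HEK293T cells expressing luciferase-tagged ELG1 were exposed to compound or DMSO vehicle for 16 hr at 37 °C and 5% CO2. Luciferase activity was then measured with ONE-Glo after 30 min at room temperature.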
TRPV1 ag – activates the human vanilloid receptor TRPV1; Q8NER1; TRPV1-expressing cells, Fluo-8 calcium influx, agonist mode; activation, % at 8.33 µM; 320,000 compounds, 0.19% hits; in the data active = activation above about 80%; inconclusive = between about 30% and that limit; note: 0% is about no effect
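TRPV1-expressing cells were cultured overnight at 35.5C and loaded with Fluo-8 calcium dye for 40 to 90 min at room temperature. After a 10 s baseline, compound was added and calcium influx was read kinetically for 3 min (ex 480/em 520 nm).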
p53 reactivation – re-activators of mutant p53. H1299 p53-A138V BP100-luciferase reporter, luminescence, 24 h. Potency, µM (series often up to 92.2 µM), for the others: top-dose activity change, positive = activation, actives largely listed as activators. 320,000 compounds, 0.063% hits. AID 504706; note: potency is the fitted concentration of half-maximal effect; % of control where 0% means no effect; nearly all actives have a fitted effect of over 45% in size
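p53-null H1299 cells stably carrying temperature-sensitive p53-A138V and a BP100-luciferase reporter were pinned with compounds (4-point, 1:5 series) and held 24 hrs at 37 deg C. Luminescence was read 10 min after detection reagent.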
Active calls of the source: *; ? = inconclusive; nt = not tested or not shown; [ ] = remark or other dose. Unless noted, calls come from the whole dose curve; as a rule, active = well fitted curve in the direction sought with a large enough effect; inconclusive = small, poorly fitted or top-dose-only effect, or another doubt; inactive = no such curve, though single readings can be large; an effect the other way counts as inactive or inconclusive.

smiles	uPA generation	B2AR arrestin	p53 reactivation	TSG101-PTAP inh	S-ASM inh	TRPV1 ag	BRCA1 expr act	a7 integrin act	Eya2 inh	USP2a inh	ELG1 genotoxic
Cc1cccc(NC(=S)N(CCc2nc3cc(C)c(C)cc3[nH]2)Cc2cccnc2)c1	-2%	0.1%	4%	-7%	-1%	-5	14%	-28%	-2%	1%	-1%
Cn1c(Oc2ccc(F)cc2)c(C=O)c2ccccc21	-1%	-0.4%	0%	-2%	-2%	0	-4%	21%	-21%	0%	-11%
Cc1ccccc1-c1nc(CN2CCC(C(=O)NC3CCN(Cc4ccccc4)CC3)CC2)c(C)o1	-5%	nt	nt	-1%	10%	nt	25%	0%	nt	nt	nt
NC(=O)c1ccccc1NC(=O)C(c1ccccc1)c1ccccc1	0%	nt	nt	0%	-1%	nt	-9%	?	nt	nt	nt
CC1CCCCN1C(=O)CN1C(=O)CN(C)C(=O)c2ccccc21 (configuration not stated)	5%	-0.4%	5%	-3%	-2%	nt	12%	10%	5%	2%	0%
CC(=O)NC(=O)Nc1sc(=S)n(C)c1C	-5%	-0.5%	-2%	-5%	-3%	-1	3%	0%	7%	0%	3%
O=C(O)CCCn1cc(NC(=O)c2cccc(F)c2)cn1	1%	-0.1%	6%	-3%	1%	-3	1%	-12%	0%	2%	10%
COc1cc(OC)c2nc(C)c3c(c2c1)N(c1ccc(O)cc1)CC3	0%	0.1%	5%	-2%	-2%	1	-69%	5%	-5%	2%	0%
Cc1cccc(C(C)C)c1NC(=O)COC(=O)Cc1ccsc1	8%	0.3%	2%	-5%	1%	4	-5%	19%	8%	5%	2%
NC(=O)N/N=C/c1ccc2cccc(OCc3ccccc3)c2n1	-6%	-0.9%	-7%	0%	100%	6	-31%	-3%	11%	4%	7%
COc1cc2c(cc1OC)CN(S(=O)(=O)/C=C/c1ccccc1)CC2	2%	-0.8%	-6%	-6%	3%	?	-20%	-5%	12%	-1%	-4%
C/C(=N\NC(N)=S)C1C2C3CC4C5CC(C42)C1C53 (configuration not stated)	-12%	5.8%	2%	0%	4%	3	-3%	21%	1%	14%	-8%
COc1ccc(NC(=O)NCCCN2CCN(c3ccccc3F)CC2)cc1	0%	-1.1%	0%	1%	8%	19	-10%	-11%	4%	1%	-2%
Cc1cc(C)c(C(=O)COC(=O)[C@H](C)Nc2ccc(C(F)(F)F)cc2[N+](=O)[O-])c(C)c1	-3%	0.1%	1%	-4%	?	-2	0%	4%	-12%	1%	-2%
CSc1nnc(-c2cc3c(-c4ccccc4)nn(C)c3s2)n1C	-6%	-0.3%	-5%	1%	-3%	nt	-13%	20%	7%	3%	6%
COCCCNC(=S)N/N=C/c1ccc2ccccc2c1	-1%	-0.5%	4%	1%	2%	0	-17%	-18%	4%	2%	0%
Cc1cccc2cc(CN(Cc3nnnn3Cc3ccccc3)C3CCCC3)c(=O)[nH]c12	10%	0.1%	-12%	-6%	-1%	2	-28%	-33%	-28%	2%	-32%[inhibitor]
CCOC(=O)N1CCN(CC(O)COc2ccc(C)c(C)c2)CC1 (configuration not stated)	-23%	0.1%	1%	-5%	0%	-2	-1%	-10%	6%	-1%	-1%
CCN(CC)CCCN1C(=O)C(O)=C(C(=O)c2ccc(C)o2)C1c1cccs1 (configuration not stated)	nt	-0.3%	-1%	nt	nt	1	nt	nt	22%	2%	-1%
Cc1nc(NC(=O)CCl)sc1C(=O)N(C)C	10µM*	-0.9%	-12%	-3%	6%	0	-37%	-33%	2%	1%	-8%
CCc1ccccc1Oc1ccc(S(=O)(=O)N2CCN(C)CC2)cn1	-2%	10%	11%	1%	4%	2	73%	27%	-27%	2%	6%
O=C(O)c1ccc(C2Nc3ccccc3C(=O)N2Cc2ccccc2)cc1 (configuration not stated)	7%	?	-4%	0%	199%[activator]	6	-9%	-10%	1%	1%	-9%
COc1ccccc1CCNC(=O)CCCn1nc(C)c2c(C)n(-c3ccc(C)cc3)nc2c1=O	4%	0.0%	-7%	-1%	-4%	0	-19%	0%	0%	-4%	-2%
CC(=O)Nc1ccc(S(=O)(=O)Oc2ccc(C=O)cc2)cc1	1%	0.2%	1%	-3%	1%	-7	3%	18%	0%	3%	-1%
COc1ccc(CCNC(=O)CN2C(=O)NC3(CCc4ccccc43)C2=O)cc1 (configuration not stated)	7%	-0.3%	6%	-3%	4%	1	-10%	-1%	-13%	2%	-1%
NC(=O)NOCc1ccccc1	-1%	-0.2%	-2%	-8%	5%	-2	0%	15%	-11%	0%	1%
Cn1c(=O)c2[nH]c(SCC(=O)c3ccc(F)cc3)nc2n(C)c1=O	5%	-0.4%	1%	-6%	2%	0	3%	-9%	-8%	1%	-5%
CC1(CCc2ccccc2)NC(=S)N(c2ccc(Cl)cc2)N1 (configuration not stated)	4%	-0.2%	10%	-1%	-9%	0	-22%	17%	4%	0%	5%
COCCNC(=O)CN1C(=O)NC2(CCCc3cc(OC)ccc32)C1=O (configuration not stated)	0%	-1.1%	0%	-5%	2%	-1	-2%	26%	8%	2%	1%
C[C@@H]1C(c2ccc(F)cc2)=NN(c2ccc(Br)cc2)[C@H]1C(=O)N1CCOC1=O	-4%	-0.5%	2%	-1%	412%[activator]	nt	-40%	0%	-1%	-6%	3%
COc1ccc(NC(=O)[C@H](CCS(C)(=O)=O)N2Cc3ccccc3C2=O)c(OC)c1	6%	0.2%	-2%	0%	0%	0	0%	9%	-11%	2%	1%
COC(=O)c1c(NC(=O)CSc2nnc3ccccn23)sc2c1CCC2	0%	-0.7%	2%	-2%	2%	-5	-3%	3%	0%	1%	1%
COc1ccc(-c2csc(NC(=O)CN3C(=O)C4CCCCC4C3=O)n2)c(OC)c1 (configuration not stated)	-6%	-0.1%	-5%	-3%	-5%	-1	10%	6%	3%	-4%	0%
CCOC(=O)c1c(C)[nH]c(C)c1-c1ccccc1OC	-1%	0.1%	-1%	-2%	1%	2	-8%	10%	21%	2%	-3%
COc1cccc(C(=O)C2CCCN(Cc3ccc(OC)c(Cn4cncn4)c3)C2)c1 (configuration not stated)	0%	-0.6%	-3%	0%	-4%	2	-14%	-16%	9%	9%	-4%
O=C(Cc1ccccc1)Nc1ccnn1C1CCN(Cc2ccc(CO)o2)CC1	0%	-0.8%	12%	-1%	3%	1	-9%	0%	0%	0%	0%
COc1ccc(Cn2c(=O)[nH]c3cc(C(=O)NCCCN4CCCCC4)ccc3c2=O)cc1	3%	-0.1%	-7%	-8%	140%[activator]	1	-17%	-9%	-28%	4%	1%
O=C(c1cn(-c2ccccc2)nc1-c1cccnc1)N1CCCC(C(F)(F)F)C1 (configuration not stated)	-1%	-1.0%	-6%	-3%	2%	10	-2%	-6%	-1%	2%	-3%
O=c1[nH]cc(S(=O)(=O)N2CCOCC2)c(=O)[nH]1	-4%	2.8%	6%	2%	1%	1	4%	-4%	11%	-2%	1%
O=C(CSc1nnc(-c2ccccc2F)n1C1CCCCC1)N1CCCC1	3%	-1.1%	5%	-1%	1%	?	-3%	-1%	8%	-2%	-1%
CSc1cccc(NC(=S)N(C(C)C)C(C)c2ccccn2)c1 (configuration not stated)	-5%	0.0%	3%	-1%	3%	8	6%	?	3%	-1%	5%
CCn1cc(CNC(=S)Nc2cccc(Cl)c2C)cn1	1%	-0.3%	-4%	1%	-2%	5	17%	-3%	6%	15%	-2%
CN(c1ccc(OCC(=O)OCC(=O)NC2CCCC2)cc1)S(=O)(=O)c1ccc2ccccc2c1	0%	0.1%	-2%	0%	-2%	3	-6%	44%	0%	1%	1%
CC(C)CCn1c(CN2CCN(Cc3ccccc3)CC2)nc2c1c(=O)n(C)c(=O)n2C	-1%	0.2%	-4%	-10%	3%	0	-29%	-31%	0%	2%	0%
COc1cc2c(cc1OC)C(C)N(C(=O)[C@@H](NC(=O)c1ccccc1)C(C)C)CC2 (some centres not stated)	-3%	-1.2%	-1%	-2%	-3%	-1	-26%	6%	-2%	1%	-8%
